UDG counterscr: Primary qHTS assay for inhibitors of Activation Induced Cytidine Deaminase (AID): UDG Counterscreen signal; Uracil-DNA glycosylase; FRET deamination/UDG coupled assay, UDG read, 4 h; Potency, µM (doses to about 115 µM), inactives show at the top dose activity change, negative = inhibition, usual class: inhibitors; actives 0.14% (n = 91,000); also: nearly all actives have a fitted effect of over 65% in size
AID inh: Primary qHTS assay for inhibitors of Activation Induced Cytidine Deaminase (AID): AID signal; Single-stranded DNA cytosine deaminase (Homo sapiens), Q9GZX7; AID deamination FRET fluorescence, UDG-coupled, 4 h; Potency, µM (top dose mostly 115 µM), inactives show at the highest dose activity change, negative = inhibition, hits mostly inhibitors; actives 0.32% (n = 91,000); also: nearly all actives have a fitted effect of over 25% in size
Target sequence (Q9GZX7 whole entry, looked up): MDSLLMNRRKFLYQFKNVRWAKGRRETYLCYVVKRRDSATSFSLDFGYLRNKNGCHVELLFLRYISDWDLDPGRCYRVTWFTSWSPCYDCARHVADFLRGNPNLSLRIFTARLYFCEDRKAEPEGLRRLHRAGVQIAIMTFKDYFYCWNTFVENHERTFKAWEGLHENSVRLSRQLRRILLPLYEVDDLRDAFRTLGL
An asterisk follows results filed as active; ? = inconclusive; [ ] = remark or other dose. Calls follow the shape of the dose curve; as a rule, active = well fitted curve in the direction sought with a large enough effect; inconclusive = small, poorly fitted or top-dose-only effect, or another doubt; inactive = no such curve, though single readings can be large; an effect the other way counts as inactive or inconclusive. % is scaled to controls: 0 for no effect and ±100 for the full control effect; potency is read from the fitted curve at half-maximal effect. An excerpt; the hit share may differ from the screen's.

[1] CCn1c(CC(=O)Nc2ccc(C)cc2)nnc1SCC(=O)Nc1ccc(F)cc1
[2] CC(=O)N1CCOc2cc(S(=O)(=O)NCc3ccc(C)cc3)c(C)cc21
[3] Cc1ccc(C)c(N2CCN(C(=O)c3ccc4c(c3)nc3n4CCCC3)CC2)c1
[4] O=C(Nc1ccc2nc(SCc3ccccc3)sc2c1)C1CCCCC1
[5] COc1ccc(Oc2coc3cc(OCc4ccccc4C)ccc3c2=O)cc1
[6] Cc1ccc(C)c(NC(=O)COc2ncnc3ccccc23)c1
[7] CCOc1ccc(-c2csc(-c3ccc(Cl)cc3)n2)cc1
[8] Cc1c(C(=O)OCC2CCCCC2)[nH]c2c1C(=O)CC(c1ccc(F)cc1)C2 (stereo not drawn)
[9] O=c1nc(-c2ccc(Cl)cc2)c2ccccc2[nH]1
[10] O=C(c1c[nH]c2ccccc12)C(Sc1ncc(C(F)(F)F)cc1Cl)c1ccccc1 (stereo not drawn)
assay / entry,1,2,3,4,5,6,7,8,9,10
AID inh,-10%,3%,-11%,2%,-13%,-2%,-6%,-2%,-8%,-14%
UDG counterscr,-16%,3%,-4%,-3%,3%,1%,-8%,-5%,-2%,-13%

[11] COc1ccc(NC(=O)CCS(=O)(=O)c2cc3c4c(c2)CCN4C(=O)CC3)cc1OC
[12] Fc1nc(F)c(F)c(Sc2nc3ccccc3s2)c1F
[13] CCCSc1ncc(Cl)c(C(=O)Nc2c(C(=O)Nc3ccc(OC)cc3)oc3ccccc23)n1
[14] CCOc1ccc(NC(=O)c2sc(-n3nc(C)c(Cc4ccc(Cl)cc4)c3C)nc2C)cc1
[15] Cc1cccc(Nc2nc(-c3ccccc3)c3cc(C)ccc3n2)c1
[16] COc1ccc(CCNC(=O)c2cnc3sc(N4CCCCCC4)nn3c2=O)cc1OC
[17] NC(=O)Cn1c(=O)n(-c2ccc(F)c(Cl)c2)c(=O)c2sc3ccccc3c21
[18] COc1cccc(CN(C)CC(=O)NC(=O)NC2CCCC2)c1OC
[19] CCn1cc(C(=O)N2CCN(c3cccc(Cl)c3)CC2)c(=O)c2cc(S(=O)(=O)N3CCOCC3)ccc21
[20] COc1cc(C)ccc1OCCn1c(-c2ccc(Cl)cc2)nc2ccccc2c1=O
assay / entry,11,12,13,14,15,16,17,18,19,20
AID inh,76%[activator],-7%,-3%,4%,-19%,2%,-4%,1%,17%,-13%
UDG counterscr,-23%,-2%,2%,-9%,-12%,-1%,-13%,3%,-8%,-4%

Reprinted at random: 6 compounds from above, in no set order.
[14] CCOc1ccc(NC(=O)c2sc(-n3nc(C)c(Cc4ccc(Cl)cc4)c3C)nc2C)cc1
[8] Cc1c(C(=O)OCC2CCCCC2)[nH]c2c1C(=O)CC(c1ccc(F)cc1)C2 (stereo not drawn)
[1] CCn1c(CC(=O)Nc2ccc(C)cc2)nnc1SCC(=O)Nc1ccc(F)cc1
[11] COc1ccc(NC(=O)CCS(=O)(=O)c2cc3c4c(c2)CCN4C(=O)CC3)cc1OC
[13] CCCSc1ncc(Cl)c(C(=O)Nc2c(C(=O)Nc3ccc(OC)cc3)oc3ccccc23)n1
[5] COc1ccc(Oc2coc3cc(OCc4ccccc4C)ccc3c2=O)cc1
assay / entry,14,8,1,11,13,5
AID inh,4%,-2%,-10%,76%[activator],-3%,-13%
UDG counterscr,-9%,-5%,-16%,-23%,2%,3%

Next section.
[21] CCCN1CCCc2cc(CN(CCCN3CCOCC3)C(=O)Nc3ccc(Cl)c(Cl)c3)ccc21
[22] Cc1ccc(NC(=O)CN(c2cc(C(F)(F)F)ccc2Cl)S(C)(=O)=O)cc1C
[23] CCc1ccc(CNC(=O)c2cnc3sc(N4CCCCCC4)nn3c2=O)cc1
[24] C=CCn1c(NCCCOC)nc2c1c(=O)n(C)c(=O)n2C
[25] Cc1ccc(F)cc1NC(=O)NCCc1coc(-c2ccccc2)n1
[26] O=C(CSc1cn(CCNC(=O)c2ccccc2F)c2ccccc12)Nc1ccc(F)cc1
[27] O=C(CSc1ncnc2ccccc12)N(Cc1ccccc1)Cc1ccccc1
[28] CCn1c(=O)c2cc(C(=O)Nc3cc(F)ccc3F)sc2c2ccccc21
[29] Cc1nn(-c2ccc(F)cc2)c(-n2cccc2)c1C(=O)NCCc1ccc(Cl)cc1
[30] O=C(NC(=O)c1ccccc1)Nc1ccc(-n2nc(C(F)(F)F)cc2C(F)(F)F)cc1
assay / entry,21,22,23,24,25,26,27,28,29,30
AID inh,6%,10%,-2%,1%,-3%,-2%,-26%,6%,?,-10%
UDG counterscr,-29%[57.5 µM],3%,-8%,-1%,-8%,-1%,-4%,-11%,?,6%

[31] CCOCCCNCc1ccc(C(C)C)cc1
[32] Clc1ccc(CCNc2nc3cc(Cl)c(Cl)cc3n3cnnc23)cc1
[33] CCOc1ccc(CCNC(=O)c2noc(C)c2Cn2nc(C)cc2C)cc1OCC
[34] Cc1ccc(-c2cc(NC(=O)COc3c(C)cc(C)cc3C)on2)cc1
[35] Cc1ccc(NC(=O)Cn2c(-c3nonc3N)nc3ccccc32)cc1C
[36] O=C(NCCc1ccccc1)C12CC3CC(CC(Cl)(C3)C1)C2
[37] N#Cc1cccc(NC(=O)CSc2ccccc2C(=O)Nc2ccc3c(c2)OCCCO3)c1
[38] Cc1ccnc2nc(C(=O)OCC(=O)Nc3ccccc3)nn12
[39] COc1ccc(C)cc1-n1c(SCC(=O)Nc2ccc(C(N)=O)cc2)nc2ccccc2c1=O
[40] COc1ccc(NC(=O)C2CC(=O)N(C3CCCC3)C2)cc1S(=O)(=O)N1CCCCC1 (stereo not drawn)
assay / entry,31,32,33,34,35,36,37,38,39,40
AID inh,-8%,5%,-2%,-4%,17%,-3%,-1%,0%,-21%,-6%
UDG counterscr,-11%,3%,2%,-4%,5%,-8%,-8%,-4%,-9%,3%

[41] COc1cccc(Cc2nc3ccccc3nc2SCC(=O)NCCc2ccccc2)c1
[42] O=C(CCC(=O)c1ccc(F)cc1)OCC(=O)c1cc(Cl)ccc1Cl
[43] N#C/C(=C\c1ccccc1OC(=O)c1cccc2ccccc12)C(=O)Nc1ccccc1C(F)(F)F
[44] Cc1cc(Br)cc(Cl)c1OCC(=O)Nc1cccc(N2CCCC2=O)c1
[45] O=C(Nc1cccc2cccnc12)NC1CCCCC1
[46] O=C(CCCn1c(=O)c2cccn2c2cccnc21)NCc1ccc(F)cc1
[47] Cc1ccccc1NC(=O)CCNC(=O)Cn1ccc2ccccc2c1=O
[48] Cc1ccc(C(=O)NC2CCCc3ccccc32)s1 (stereo not drawn)
[49] CCN(Cc1ccccc1)C(=O)Cn1c(=O)n(-c2cccc(C)c2)c(=O)c2c1c1cc(OC)ccc1n2C
[50] CC(=O)N1CCC2(CC1)OC(=O)C(C)=C2C(=O)NCc1cccc(Cl)c1
assay / entry,41,42,43,44,45,46,47,48,49,50
AID inh,-18%,6%,-3%,?,-2%,-7%,-1%,4%,-6%,1%
UDG counterscr,1%,-8%,6%,-20%,1%,-1%,0%,-2%,?,10%

Some values from the entries so far.
cpd 50 in UDG counterscr: 10%
cpd 45 in UDG counterscr: 1%
cpd 48 in UDG counterscr: -2%
cpd 47 in UDG counterscr: 0%
cpd 49 in AID inh: -6%

The results go on.
[51] CCOC(=O)c1ccccc1NC(=O)Cn1c(=O)n(Cc2ccccc2)c(=O)c2c(C)c(C)sc21
[52] COC(=O)c1cnc(N2CCCCC2C)c2ccccc12 (stereo not drawn)
[53] CC1CCCCN1CCCNC(=O)c1ccc2c(c1)sc1nc(-c3ccc(F)cc3)cn12 (stereo not drawn)
[54] CCOc1ccccc1/C=C(/C#N)C(=O)c1cccc(OC)c1
[55] NC(=O)C1(N2CCCCC2)CCN(C(=O)Nc2ccc(F)cc2F)CC1
[56] COc1ccc2nc(SCC(=O)Nc3nc(C)cs3)[nH]c2c1
[57] CC1CCCc2c1nc1sc3c(c1c2-c1cccc(F)c1)CCCC3 (stereo not drawn)
[58] Cc1ccc(NC(=O)C(Cc2ccccc2)n2cccc2)cc1C (stereo not drawn)
[59] CCc1ccc(CNC(=O)CCSCc2ccccc2F)cc1
[60] Cc1ccc(OCCn2c(CN3CCCCC3)nc3ccccc32)cc1
assay / entry,51,52,53,54,55,56,57,58,59,60
AID inh,-11%,18%,?,-10%,2%,-3%,3%,-18%,-16%,?
UDG counterscr,?,-2%,-4%,0%,-6%,-8%,0%,-20%,-4%[57.5 µM],-17%

[61] COc1cccc(N2CCN(C(=O)CCCCCn3c(=O)[nH]c4ccccc4c3=O)CC2)c1
[62] O=C(NC1CC2CCC1C2)C1(c2ccccc2)CCC1 (stereo not drawn)
[63] COc1ccc(-c2noc(CC(=O)N(C)c3ccccc3F)n2)cc1
[64] Cc1noc(C)c1S(=O)(=O)N(C)CC(=O)Nc1ccccc1C(C)C
[65] COc1ccc(Cl)cc1NC(=O)CSc1ccc(-c2sc(C)nc2C)nn1
[66] Cc1cccc(-n2c(=O)c3c(c4cc(C)ccc4n3C)n(CC(=O)N3CCCC3)c2=O)c1
[67] COc1ccc(NC(=O)c2ccc(-c3nc(COc4ccccc4)c(C)o3)cc2)cc1
[68] O=C(NCCCc1ccccc1)c1cc(C2CC2)nc2ccccc12
[69] Cc1cccc(Cn2c(CN3CCOCC3)nc3c2c(=O)[nH]c(=O)n3C)c1
[70] CCc1nc(SC)ncc1C(=O)N1CCN(c2cc(Cl)ccc2C)CC1
assay / entry,61,62,63,64,65,66,67,68,69,70
AID inh,?,-2%,-13%,2%,?,16%,4%,-7%,-4%,-6%
UDG counterscr,?,-1%,?,6%,-3%[57.5 µM],-5%,-22%,-10%,-3%,-3%[57.5 µM]

In a second layout: 3 of the compounds above.
# | Compound | AID inh | UDG counterscr
66 | Cc1cccc(-n2c(=O)c3c(c4cc(C)ccc4n3C)n(CC(=O)N3CCCC3)c2=O)c1 | 16% | -5%
67 | COc1ccc(NC(=O)c2ccc(-c3nc(COc4ccccc4)c(C)o3)cc2)cc1 | 4% | -22%
68 | O=C(NCCCc1ccccc1)c1cc(C2CC2)nc2ccccc12 | -7% | -10%

(list continues)
[71] CCOC(=O)C1=C(C)NC(=O)NC1c1cccc(Oc2ccc(Cl)cc2)c1 (stereo not drawn)
[72] CCn1c2c(c(=O)n3ncc(C(=O)Nc4ccc(Cl)cc4C)c13)CN(Cc1ccc(OC)cc1)CC2
[73] O=[N+]([O-])c1cccc(-n2nc(-c3ccccc3)c3cnc4ccccc4c32)c1
[74] CCOc1cccc2cc(C(=O)N3CCCCCC3)c(=O)oc12
[75] CCN(C(=O)COC(=O)c1nc2nc(C)cc(C)n2n1)C1CCCCC1
[76] O=C(NCc1ccc(F)cc1Cl)c1ccc(CSCc2ccccc2Cl)o1
[77] COc1ccc(C(=O)NCC(c2ccco2)S(=O)(=O)c2ccc(F)cc2)cc1 (stereo not drawn)
[78] Cc1ccc2c(CN3CCOCC3)cc(=O)oc2c1C
[79] O=C(COC(=O)c1ccc2ccccc2n1)Nc1cccc2ccccc12
[80] CNC(=O)/C=C/c1ccc(C)cc1C
assay / entry,71,72,73,74,75,76,77,78,79,80
AID inh,-21%,9%,-2%,113%[activator],0%,-24%,4%,5%,-15%,-5%
UDG counterscr,-10%,1%,5%,7%,-3%,0%,36%[activator],2%,-4%,0%

[81] CCOC(=O)c1ccc(NC(=O)N2CC3CCCN3c3ccccc32)cc1 (stereo not drawn)
[82] Cc1ccccc1C(=O)c1cccn1CC(=O)NCc1cccc(Cl)c1
[83] O=[N+]([O-])c1ccc(-c2nc(Nc3cccc(O)c3)c3ccccc3n2)cc1
[84] COc1ccc(N2CCN(c3nc4ccc(C(=O)c5ccccc5)cc4n4cnnc34)CC2)cc1
[85] Cc1cc(C)c(C)c(SC(C)C(N)=O)c1C (stereo not drawn)
[86] O=C(O)CCCC(=O)N1CCN(c2ccc(F)cc2)CC1
[87] N#C/C(=C/c1cccc2ccccc12)c1ccc([N+](=O)[O-])cc1
[88] O=C(Cn1cnc2c(nc3n2CCCCC3)c1=O)Nc1ccc(F)cc1
assay / entry,81,82,83,84,85,86,87,88
AID inh,?,-9%,3%,-4%,5%,3%,10%,7%[57.5 µM]
UDG counterscr,?,-10%,6%,23%,-1%,4%,-1%,1%[57.5 µM]
